Growth percent in the NCI-60 one-dose screen (48 h, 10 µM unless noted): 100 = growth as untreated, 0 = no growth, -100 = all killed.
IGROV1 – IGROV1 ovarian cancer. hit rate 4.7% among 79,000
OVCAR-4 – OVCAR-4 ovarian cancer cells. hit rate 3.7% among 80,000
SN12C – SN12C renal cancer cells; hit rate 3.8% among 81,000; AID 1794767
SK-OV-3 – SK-OV-3 ovarian cancer cells. hit rate 3.2% among 80,000. AID 1794785
NCI-H23 – NCI-H23 lung cancer. hit rate 4% among 80,000. AID 1794731
OVCAR-5 – OVCAR-5 ovarian cancer; AID 1794783; hit rate 2.9% among 82,000
OVCAR-3 – OVCAR-3 ovarian cancer | hit rate 7% among 79,000 | AID 1794787
NCI-H226 – NCI-H226 lung cancer | hit rate 3.5% among 79,000 | AID 1794732
NCI/ADR-RES – NCI/ADR-RES ovarian cells. hit rate 4.4% among 81,000
An asterisk follows results filed as active; · = no result given. The calls were made as follows: active = growth percent below 10; inactive = the rest. An unsorted share of the library; overall some 9.4% were active at least once.

SMILES | IGROV1 | OVCAR-4 | SN12C | SK-OV-3 | NCI-H23 | OVCAR-5 | OVCAR-3 | NCI-H226 | NCI/ADR-RES
CSc1nc(N)nc2c1ncn2C1OC(CO)CC1O (stereo not given) | 113 | 124 | 102 | 105 | 108 | 96 | 106 | 111 | 107
COc1ccc2nc(NC(=O)Nc3c(F)cccc3F)sc2c1 | 114 | 100 | · | 114 | 105 | 108 | 118 | 94 | 105
NC(N)=NCCCCCNc1noc(Cc2c[nH]c3cc(Br)ccc23)n1 | 56 | 68 | 45 | 84 | 64 | 85 | 33 | 63 | 101
CS(=O)(=O)Cc1cnc(C2OCCO2)s1 | 98 | 100 | 114 | 139 | 107 | 106 | 96 | 96 | 103
c1ccc2sc(SCCCCn3ccnc3)nc2c1 | 102 | 89 | 91 | 89 | 81 | 107 | 60 | 77 | 98
C=CCSC1=NC2C(N(CC)C(=O)N2CC)N1/N=C/C=C/c1ccccc1OC (stereo not given) | 69 | 80 | 97 | 100 | 84 | 105 | 55 | 78 | 53
CC(C)CCNC(=O)/C=C/Cn1ccc2ccccc2c1=O | 116 | 116 | 101 | 95 | 89 | 101 | 106 | 97 | 97
Cc1ccc(N=C2S/C(=C\c3ccc(Cl)cc3)C(=O)N2Cc2nc3ccccc3[nH]2)cc1 | 85 | 74 | 86 | 92 | 90 | 118 | 108 | 88 | ·
COc1ccc(Oc2coc3cc(OC(=O)C(C)(C)C)ccc3c2=O)cc1 | 97 | 94 | 100 | 107 | 104 | 108 | 110 | · | 105
CCOC(=O)c1cc(Cl)nc2ccccc12 | · | 100 | 106 | 113 | 95 | 101 | 102 | 93 | 96
COc1cc(C)ccc1Oc1nc(Nc2ccc(N3CCOCC3)cc2)ncc1NCc1ccc(Cl)cc1 | 78 | 91 | 93 | 68 | 93 | 82 | 92 | 86 | 86
Cc1nnc(NS(=O)(=O)c2ccc(NC3=C(Cl)C(=O)c4ncccc4C3=O)cc2)s1 | 113 | 102 | 109 | 80 | 99 | 135 | 96 | 97 | 98
O=C(O)c1ccc2c(c1)CCC2 | 103 | 107 | 103 | 107 | 108 | 105 | 119 | 104 | 111
CN(C)C(=O)C1=NC(CO)C(=O)N(c2ccc(Cl)cc2)N1 (stereo not given) | 101 | 114 | 105 | 114 | 104 | 97 | 110 | 105 | 104
CC1=C(c2ccc3c(c2)[nH]c2ccccc23)[C@@]2(CCCO)c3cc4c(cc3CC[C@H]2[C@@H]1C)OCO4 | 94 | 100 | 93 | 89 | 91 | 85 | 104 | 95 | 97
O=C(O)c1ccc(N=CC(=O)c2ccc(-c3ccccc3)cc2)cc1 | 102 | 101 | 96 | 110 | 94 | 93 | 119 | 84 | 95
COc1ccc(OC)c(Cn2cc3c(c2-c2ccccc2)CCCc2cnoc2-3)c1 | 96 | 101 | 104 | 100 | 102 | 99 | · | 96 | 100
Cc1cc(SC#N)ccc1O | 117 | 100 | 93 | 114 | 95 | 101 | 124 | 108 | 101
O=Nc1ccc2ccccc2c1O | 53 | 35 | 42 | 95 | 57 | 82 | 2.9* | 102 | 6.4*
CCOC(=O)/C(=C/Nc1ccc(OCc2ccccc2)cc1)NC(=O)c1ccccc1 | 103 | 100 | 90 | 109 | 117 | 120 | 124 | · | 104
N#CC1(Nc2ccc(Br)cc2)CCCC1 | 79 | 100 | 73 | 103 | 90 | 93 | 113 | 89 | 85
CN(CCO)c1ncnc2c1ncn2C | 109 | 107 | 99 | 112 | 103 | 101 | 106 | 94 | 102
Cc1cc2nc3c4cc(Br)c(Br)c(Br)c4n(CCN(C)C)c3nc2cc1C | 71 | 107 | 90 | 87 | 91 | 98 | 108 | 81 | 94
COc1ccc(C(=O)c2no[n+]([O-])c2C(=O)c2ccc(OC)cc2)cc1 | · | -69* | 72 | 113 | 90 | 90 | -100* | 42 | 96
CCCCOc1nc2ccc(C)cc2cc1-c1cc(-c2ccc(Cl)cc2)nc(-c2ccc(Cl)cc2)c1 | 111 | 117 | 101 | 107 | 112 | 97 | 119 | 104 | 109

A different layout for some results above.
The line under a structure holds: IGROV1 | OVCAR-4 | SN12C | SK-OV-3 | NCI-H23 | OVCAR-5 | OVCAR-3 | NCI-H226 | NCI/ADR-RES
> COc1cc(C)ccc1Oc1nc(Nc2ccc(N3CCOCC3)cc2)ncc1NCc1ccc(Cl)cc1
 : 78 | 91 | 93 | 68 | 93 | 82 | 92 | 86 | 86
> Cc1nnc(NS(=O)(=O)c2ccc(NC3=C(Cl)C(=O)c4ncccc4C3=O)cc2)s1
 : 113 | 102 | 109 | 80 | 99 | 135 | 96 | 97 | 98
> O=C(O)c1ccc2c(c1)CCC2
 : 103 | 107 | 103 | 107 | 108 | 105 | 119 | 104 | 111
> CN(C)C(=O)C1=NC(CO)C(=O)N(c2ccc(Cl)cc2)N1 (stereo not given)
 : 101 | 114 | 105 | 114 | 104 | 97 | 110 | 105 | 104
> CC1=C(c2ccc3c(c2)[nH]c2ccccc23)[C@@]2(CCCO)c3cc4c(cc3CC[C@H]2[C@@H]1C)OCO4
 : 94 | 100 | 93 | 89 | 91 | 85 | 104 | 95 | 97
> O=C(O)c1ccc(N=CC(=O)c2ccc(-c3ccccc3)cc2)cc1
 : 102 | 101 | 96 | 110 | 94 | 93 | 119 | 84 | 95
> COc1ccc(OC)c(Cn2cc3c(c2-c2ccccc2)CCCc2cnoc2-3)c1
 : 96 | 101 | 104 | 100 | 102 | 99 | · | 96 | 100
> Cc1cc(SC#N)ccc1O
 : 117 | 100 | 93 | 114 | 95 | 101 | 124 | 108 | 101
> O=Nc1ccc2ccccc2c1O
 : 53 | 35 | 42 | 95 | 57 | 82 | 2.9* | 102 | 6.4*
> CCOC(=O)/C(=C/Nc1ccc(OCc2ccccc2)cc1)NC(=O)c1ccccc1
 : 103 | 100 | 90 | 109 | 117 | 120 | 124 | · | 104
> N#CC1(Nc2ccc(Br)cc2)CCCC1
 : 79 | 100 | 73 | 103 | 90 | 93 | 113 | 89 | 85
> CN(CCO)c1ncnc2c1ncn2C
 : 109 | 107 | 99 | 112 | 103 | 101 | 106 | 94 | 102
> Cc1cc2nc3c4cc(Br)c(Br)c(Br)c4n(CCN(C)C)c3nc2cc1C
 : 71 | 107 | 90 | 87 | 91 | 98 | 108 | 81 | 94
> COc1ccc(C(=O)c2no[n+]([O-])c2C(=O)c2ccc(OC)cc2)cc1
 : · | -69* | 72 | 113 | 90 | 90 | -100* | 42 | 96

More entries.
SMILES | IGROV1 | OVCAR-4 | SN12C | SK-OV-3 | NCI-H23 | OVCAR-5 | OVCAR-3 | NCI-H226 | NCI/ADR-RES
Nc1nccnc1C(=O)O | 107 | 108 | 104 | 100 | 100 | 90 | 101 | 94 | 106
COc1cc(OC)c(N2C(=O)c3cccc4cccc(c34)C2=O)c(OC)c1 | 95 | 107 | 81 | 95 | 102 | 103 | 138 | 110 | 104
O=C(NCc1cccc(C(F)(F)F)c1Cl)C1CCC(=O)N1c1cccs1 (stereo not given) | 95 | 104 | · | 91 | 96 | 90 | 107 | 90 | 103
COc1ccc(-c2nn(-c3ccccc3)cc2/C=C2\SC(=S)N(CCc3ccc(O)cc3)C2=O)cc1 | 79 | 79 | 82 | 99 | 89 | 100 | 94 | 87 | 90
CC1=CC(=O)c2ccccc2C1=O | 112 | 112 | 99 | 108 | 101 | 105 | 113 | 101 | 107
COc1cc(OC)c([N+](=O)[O-])cc1C=O | 113 | 112 | 95 | 112 | 87 | 100 | 113 | 109 | 93
O=C1NC(=NC23CC4CC(CC(C4)C2)C3)N/C1=C\c1ccc2ncccc2n1 | -6.6* | -25* | 1.6* | -10* | -54* | -40* | -22* | -16* | -21*
COC(=O)c1ccccc1N1C(=O)C=CC1=O | 94 | 102 | 104 | 99 | 98 | 103 | 111 | 108 | 109
Cc1ccc(-c2nc(N3CCNCC3)c3oc(-c4ccccc4)nc3n2)cc1 | -68* | -52* | -84* | 87 | 35 | 15 | -89* | 110 | -23*
CC1(C)COB(OCC(C)(C)COB2OCC(C)(C)CO2)OC1 | 105 | 113 | 104 | 109 | 101 | 108 | 110 | 100 | 109
CC1=N/C(=C\c2ccccc2)C(=O)N1CCc1ccc(S(N)(=O)=O)cc1 | 103 | 106 | · | 100 | 99 | 108 | 118 | 96 | 105
O=c1c2c(cc3c(O)[nH]c(=S)n13)-c1ccccc1N=2 | 93 | 110 | 97 | 107 | 100 | 101 | 111 | 94 | 101
COc1ccc(-c2cc(-c3cccnc3)nc3n[nH]c(N)c23)cc1OC | 88 | 114 | 83 | 92 | 92 | 83 | 93 | 103 | 88
COC(=O)c1ccc(NC(=O)c2ccc(Oc3ccc(F)cc3)cc2)cc1O | 99 | 95 | 97 | 105 | · | 103 | 116 | 84 | 102
Fc1ccc(NC(=S)N/N=C\c2ccccc2Cl)cc1 | 108 | · | 111 | 115 | 97 | 117 | 114 | 106 | 110
COC(=O)c1c2c(c(C)[n+]([O-])c1C)C(=O)C(NCc1ccc(F)c(F)c1)=CC2=O | 0.3* | -93* | 1.1* | · | -5.8* | 41 | -19* | · | -6.6*
CC(=O)OC1CCC2C3CCc4cc(OP(=O)(N5CC5)N5CC5)ccc4C3CCC12C (stereo not given) | 122 | 103 | 103 | 127 | 99 | 109 | 111 | · | 103
Cn1cc(C(=O)c2nc(-c3c[nH]c4ccc(Br)cc34)no2)c2cc(Br)ccc21 | 69 | -0.3* | 80 | 88 | 83 | 83 | 93 | 102 | 56
C[C@]12CC[C@@H](O)C[C@H]1CC[C@@H]1[C@@H]2CC[C@@]2(C)[C@H]1CC[C@]2(O)C(=O)CO | 91 | · | 97 | 105 | 100 | 95 | 110 | 94 | 95
Cc1ccc(-c2csc(N/N=C/c3cccs3)n2)cc1 | 86 | 60 | 100 | 101 | 79 | 122 | 104 | 70 | 93
COc1ccc(-c2nc(-c3ccccc3)c(-c3ccccc3)n2CCc2ccc(S(N)(=O)=O)cc2)cc1 | 100 | 103 | 98 | 100 | 95 | 104 | · | 97 | 98
CC(=O)N1N=C(c2ccc(Cl)cc2)CC1c1cccc(Nc2ccnc3cc(C(F)(F)F)ccc23)c1 (stereo not given) | 69 | 65 | 85 | 105 | 75 | 105 | 67 | 72 | 61
Cc1ccc(-c2cnc3sc(C(=O)NNC(=O)c4ccc(Br)cc4)c(C)n23)cc1 | 99 | 89 | 105 | 121 | 82 | 113 | 115 | 79 | 100
COc1ccc(C2=NN(C(C)=O)C(c3sc(N4CCOCC4)nc3Cl)C2)cc1 (stereo not given) | 97 | 103 | 92 | 93 | 99 | 104 | 108 | 95 | 100
O=C(NC(=S)Nc1cc(-c2ccco2)[nH]n1)c1cccs1 | 96 | 112 | 108 | 106 | 106 | 97 | 108 | 104 | 100

Carrying on.
SMILES | IGROV1 | OVCAR-4 | SN12C | SK-OV-3 | NCI-H23 | OVCAR-5 | OVCAR-3 | NCI-H226 | NCI/ADR-RES
Nc1cc(Nc2ccc(S(N)(=O)=O)cc2)ncn1 | · | · | 95 | 105 | 106 | 85 | 114 | 103 | 111
COc1cc(Cn2c(SC)nc3ccccc3c2=S)cc(OC)c1OC | 102 | 70 | 88 | 103 | 99 | 107 | · | 88 | 93
COC(=O)c1ccc(I)c(C)c1 | 131 | · | 116 | 111 | 110 | 109 | 129 | 115 | 109
CC(C)c1ccc(NC(=O)Nc2cccc3ccccc23)cc1 | 89 | · | 106 | 99 | 96 | 101 | 115 | 100 | 102
O=[N+]([O-])c1ccc(Oc2cccc3ccccc23)c([N+](=O)[O-])c1 | 99 | 86 | 97 | 101 | 95 | 118 | 102 | 95 | 98
Cc1cc(Cl)cc2c1OCN(c1ccccc1)C2 | 106 | 110 | 90 | 99 | 104 | 102 | 105 | 91 | 106
O=C1COc2ccccc2C(=O)N1CCCCn1ccnc1 | 111 | 108 | 102 | 102 | 101 | 110 | 106 | 101 | 100
CC(C)c1ccc(Nc2n[nH]c(=S)s2)cc1 | 106 | 104 | 98 | 106 | 87 | 119 | 99 | 105 | 102
COc1cc(OC)c(/C=C/C(=O)c2ccc(Nc3ncnc4cc(OC)c(OC)cc34)cc2)c(OC)c1 | 112 | 84 | 85 | 81 | 100 | 105 | 99 | 91 | 90
Cn1cc(-c2cc(N)n3nc(-c4c[nH]c5ccc(Cl)cc45)cc3n2)c2cc(Br)cnc21 | -49* | -54* | 42 | 65 | -59* | -61* | -81* | -12* | -55*
N#C/C(=C\c1cccc(Cl)c1)c1nc(N)nc(Nc2ccc(S(N)(=O)=O)cc2)n1 | 99 | 107 | 104 | 99 | 102 | 107 | · | 93 | 102

Full records from above. Screens in order: IGROV1, OVCAR-4, SN12C, SK-OV-3, NCI-H23, OVCAR-5, OVCAR-3, NCI-H226, NCI/ADR-RES
Nc1cc(Nc2ccc(S(N)(=O)=O)cc2)ncn1 as listed: ·, ·, 95, 105, 106, 85, 114, 103, 111
COC(=O)c1ccc(I)c(C)c1 as listed: 131, ·, 116, 111, 110, 109, 129, 115, 109
